Source: PubChem BioAssay
NTR1 ag – agonists of NTR1, primary screen, imaging, U2OS cells, beta-arrestin-GFP, high content (AID 493036). actives 0.17% (n = 330,000). P30989. NTR1-U2OS beta-arrestin-GFP spot imaging, agonist mode. activation, % at 20 µM;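 active = activation at or above 40% of the spot to cytoplasm intensity ratio, with at least 20 cells analyzed; inconclusive = wells under 20 cells, flagged as cytotoxic or low count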;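 also: 0% = DMSO without peptide and 100% = 100 nM NTR1 peptide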
Target sequence (P30989 whole entry, looked up): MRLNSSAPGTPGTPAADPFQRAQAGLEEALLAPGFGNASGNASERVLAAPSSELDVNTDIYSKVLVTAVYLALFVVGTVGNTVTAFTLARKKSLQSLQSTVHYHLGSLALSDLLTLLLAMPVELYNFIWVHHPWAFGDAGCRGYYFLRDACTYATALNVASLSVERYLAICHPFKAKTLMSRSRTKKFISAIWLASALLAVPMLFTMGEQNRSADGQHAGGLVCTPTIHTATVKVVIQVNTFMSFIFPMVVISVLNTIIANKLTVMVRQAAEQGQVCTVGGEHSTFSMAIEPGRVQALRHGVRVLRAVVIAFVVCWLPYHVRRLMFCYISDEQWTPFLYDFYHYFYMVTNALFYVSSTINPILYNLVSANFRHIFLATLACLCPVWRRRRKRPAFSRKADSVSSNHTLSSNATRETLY
Dengue-2 NS5 capping – flavivirus cap methylation enzyme inhibition – biochemical, confirmation dose response, primary screen (AID 588689); Dengue-2 NS5 methyltransferase capping enzyme assay, biochemical; higher % means a stronger effect; one-dose inhibition, % at 25 µM; IC50 in µM for titrated hits; actives 0.3% (n = 340,000); in the data active = a potency from the dose series; inconclusive = inhibition above about 29% without an active follow-up result
UTI89 phage lysis – protection from phage-mediated lysis, alamar blue read-out – E. coli UTI89, K1F phage, bacterial capsule biogenesis inhibitors (AID 488966) | E. coli UTI89 K1F phage lysis, alamar blue, 2 h; higher % means a stronger effect | inhibition, % at 100 µM, or IC50 in µM where a hit was titrated | actives 0.02% (n = 340,000);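 active = phage lysis inhibition, versus mean bacterial control, above a set limit; inconclusive = no clear call, values can overlap the other calls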;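 also: capsule biogenesis inhibitors block K1F phage lysis so surviving cells raise fluorescence; higher fluorescence means more inhibition of phage lysis; actives were called in the ten point dose series up to 300 µM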
Siah-1 displacement – Siah-1 peptide-binding antagonists, primary screen, biochemical, fluorescence polarization, rhodamine-plectin, uHTS (AID 1817); displacement, % at 20 µM, or IC50 in µM where a hit was titrated; Siah-1 / rhodamine-plectin peptide fluorescence polarization; higher % means a stronger effect; actives 0.02% (n = 290,000);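 active = displacement of at least 50% at 20 µM, with a fluorescence ratio check between 0.3 and a set limit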;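 also: plate controls were Siah plus tracer with DMSO for no effect and tracer alone without Siah for full effect; strong numbers were not always called active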
AID2073 – disruptors of CaV2.2 binding to Mint1 – biochemical, HTRF (AID 2073). actives 0.19% (n = 290,000). one-dose inhibition, % at 20 µM; IC50 in µM for titrated hits. HTRF protein-protein interaction, Mint1-CaV2.2; higher % means a stronger effect; in the data active = inhibition mostly above about 51%, no sharp cut-off; inconclusive = no clear call, values can overlap the other calls; inactive = mostly below about 53%; also: some results filed as inactive read as strong as hits
West Nile antiviral – inhibition of WNV-induced cytopathic effect – cell-based, CPE readout (AID 1621); actives 0.02% (n = 290,000); CPE inhibition, % at 10 µM; hits with a dose series show IC50 in µM; West Nile virus-infected cells, CPE inhibition; higher % means a stronger effect; in the data active = a potency from the dose series; inconclusive = CPE inhibition mostly from about 3.7% at the one dose, without a potency; inactive = the rest, 99 in 100 with CPE inhibition below about 2.2%; also: strong numbers were not always called active
RSV CPE inhibition – RSV antiviral activity via CPE protection, HEp-2 cells, primary 10 µM value included (AID 2391) | HEp-2 cells, RSV-induced CPE inhibition; higher % means a stronger effect | actives 0.13% (n = 310,000) | CPE inhibition, % at 10 µM; hits with a dose series show IC50 in µM; in the data active = a potency from the dose series; inconclusive = CPE inhibition mostly from about 23% at the one dose, without a potency; inactive = the rest, 99 in 100 with CPE inhibition below about 21%; also: strong numbers were not always called active
SV40 large T antigen – SV40 large T antigen inhibitors, biochemical (AID 1903); SV40 large T antigen ATPase/helicase inhibition assay; higher % means a stronger effect; inhibition, % at 20 µM, or IC50 in µM where a hit was titrated; actives 0.39% (n = 310,000); in the data active = a potency from the dose series; inconclusive = inhibition mostly from about 32% at the one dose, without a potency; inactive = the rest, 99 in 100 with inhibition below about 32%; also: strong numbers were not always called active
MgcRacGAP inhibition – MgcRacGAP GTPase-activating activity inhibitors, confirmation, biochemical, ADP Hunter fluorescence; MgcRacGAP-stimulated Rac1 GTP hydrolysis, ADP Hunter fluorescence; higher % means a stronger effect; GST-tagged Rac1 F28L mutant substrate; inhibition, % at 30 µM; hits with a dose series show IC50 in µM; actives 0.6% (n = 340,000);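 active = first-screen hits whose inhibition reached a set limit at any dose in the follow-up dose series; inconclusive = inhibition above the set first-screen limit but never retested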;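 also: fluorescence reports GDP produced by GAP-driven GTP hydrolysis; strong numbers were not always called active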
NTR1 ag cell count 20 µM – also measured in NTR1 ag; calls as there; cell count; measured here: cell count, cytotoxicity flag
Dengue-2 NS5 capping pilot replicate – second read-out of Dengue-2 NS5 capping, no call of its own (marks repeat the call); inhibition, %; measured here: pilot screen replicate inhibition
* hit, by the source's call; u = inconclusive; x = no result given; & = joins results of further samples; [ ] = dose if it differs, or a comment.

SMILES	NTR1 ag	NTR1 ag cell count 20 µM	Dengue-2 NS5 capping	UTI89 phage lysis	Siah-1 displacement	AID2073	West Nile antiviral	RSV CPE inhibition	SV40 large T antigen	MgcRacGAP inhibition	others
CCn1c(COc2ccccc2C)nnc1SCC(=O)N1CCCCC1	0.1	86	-1%	0.5%	2%	18%	-1.3%	-1.2%	2%	7%	Dengue-2 NS5 capping pilot replicate=-0.3
CCCCCC(=O)N1CCN(CCN=CC2=C(O)CC(c3ccc(OC)c(OC)c3)CC2=O)CC1 (stereo unspecified)	-0.4	36	3%&4%	-4.6%&0.7%	5%	-4%	0.2%	1.4%	8%	-5%&6%
O=C(NCc1ccccn1)C(=O)Nc1cccc2ccccc12	0.9	48	-5%	-0.2%	-2%	-2%	-0.5%	-0.3%	-2%	12%
CCCCn1c(N)c(N(CC(C)C)C(=O)C2CCN(S(=O)(=O)c3ccc(Cl)cc3)CC2)c(=O)[nH]c1=O	2.6	49	-3%	-0.1%[50 µM]	x	x	x	-2.8%	12%	2%
O=C(COC(=O)c1cc2ccccc2oc1=O)c1cccc([N+](=O)[O-])c1	0.7	61	-5%	2.7%	5%	2%	-0.2%	4.0%	6%	4%
CN(C)c1ccc(C(=O)OCc2ccccc2)cc1	-1.5	80	-4%	4.0%	1%	6%	-0.1%	3.7%	9%	6%
Cc1ccc(NS(=O)(=O)c2cc(C(=O)NCc3cccnc3)ccc2C)cc1	-0.1	63	-6%	0.0%	8%	4%	-1.3%	1.0%	6%	10%
O=C(C1=COCCO1)N1CCN(S(=O)(=O)c2cccc(Cl)c2Cl)CC1	-1.1	88	0%	0.2%	2%	6%	-0.5%	1.7%	5%	3%
Cc1ccc(NC(=O)CSc2nnc(-c3cnccn3)n2-c2ccccc2)cc1	5.0	54	-11%	4.4%	3%	0%	0.0%	-0.2%	3%	5%
CS(=O)(=O)N1CCN(Cc2ccc(C(F)(F)F)cc2)CC1	-2.3	88	1%	-0.1%	3%	-4%	0.2%	1.2%	11%	20%
CC[C@@H]1CC=C[C@H]2[C@H]1C(=O)N(Cc1ccccc1)[C@H]2c1ccc2ccccc2c1	7.5	49	x	x	-7%	-9%	0.1%	x	x	x
O=C(CCCN1C(=O)/C(=C/c2cccs2)SC1=S)NNC(=O)c1ccncc1	4.5	83	8%	-0.2%	16%	26%	0.5%	2.3%	1%	-34%
O=C(Cc1cccs1)NCc1ccc(F)cc1	-1.2	80	-11%	0.1%	0%	12%	-0.1%	1.0%	4%	8%
C=CCSc1nc(C)c(CC(=O)OCCCC)c(=O)[nH]1	-1.1	36	-2%	2.9%	0%	1%	0.2%	1.1%	-5%	3%
O=C(Nc1nc2ccc(Cl)cc2s1)C1CC1	-1.2	50	-10%	0.9%	x	x	x	3.0%	8%	-8%
CCOc1ccc(C(C)=O)cc1CSc1nnc(-c2cccs2)n1CC1CCCO1 (stereo unspecified)	0.8	76	5%	0.3%	-3%	-6%	-0.3%	1.5%	6%	5%
CN(C(=O)COC(=O)CCC1CCCCC1)c1c(N)n(Cc2ccccc2)c(=O)[nH]c1=O	0.8	56	-4%	3.4%	x	x	x	-1.4%	5%	11%
O=C(COC(=O)c1cncc(Br)c1)NCC1CCCO1 (stereo unspecified)	-2.0	76	-2%	0.1%	0%	-16%	-0.2%	1.7%	23%	5%
COc1cccc(C(=O)NCC2CCN(c3ccc(S(=O)(=O)N4CCOCC4)cc3)CC2)c1	0.2	63	-6%	1.6%	0%	10%	0.2%	0.0%	1%	4%
COc1ccc(CN2C(=O)c3ccccc3C2=O)cc1	2.6	59	-5%	0.8%	3%	1%	-0.5%	1.1%	5%	0%
CCOC(=O)N1CCN(S(=O)(=O)c2ccc(C(=O)N(CCN(CC)CC)c3nc4ccc(C)cc4s3)cc2)CC1	-0.2	63	4%	0.9%[50 µM]	2%	2%	0.2%	0.8%	4%	8%
Cc1cc(C(=O)OCCN2C(=O)c3ccccc3C2=O)c2ccccc2n1	1.7	53	-1%	0.3%	5%	-6%	-0.2%	4.2%	8%	8%
O=C(NCCc1c[nH]c2ccccc12)c1cnc2n(c1=O)CCS2	-0.4	87	-1%	0.0%	12%	9%	-0.2%	0.7%	8%	-1%
Cc1cc(C(=O)N2CCN(c3ccccn3)CC2)no1	-1.4	78	-3%	1.0%	0%	-2%	2.8%	2.8%	13%	5%
Cc1cccc(N(CC(=O)NC2CCCCC2)C(=O)c2csnn2)c1	1.3	54	-5%	0.0%	1%	-6%	-0.1%	1.1%	4%	3%

Ordered by length of the SMILES (smallest number first): 5 of the compounds above
SMILES	NTR1 ag	NTR1 ag cell count 20 µM	Dengue-2 NS5 capping	UTI89 phage lysis	Siah-1 displacement	AID2073	West Nile antiviral	RSV CPE inhibition	SV40 large T antigen	MgcRacGAP inhibition	others
O=C(Cc1cccs1)NCc1ccc(F)cc1	-1.2	80	-11%	0.1%	0%	12%	-0.1%	1.0%	4%	8%
CN(C)c1ccc(C(=O)OCc2ccccc2)cc1	-1.5	80	-4%	4.0%	1%	6%	-0.1%	3.7%	9%	6%
O=C(COC(=O)c1cncc(Br)c1)NCC1CCCO1 (stereo unspecified)	-2.0	76	-2%	0.1%	0%	-16%	-0.2%	1.7%	23%	5%
Cc1cccc(N(CC(=O)NC2CCCCC2)C(=O)c2csnn2)c1	1.3	54	-5%	0.0%	1%	-6%	-0.1%	1.1%	4%	3%
CCOC(=O)N1CCN(S(=O)(=O)c2ccc(C(=O)N(CCN(CC)CC)c3nc4ccc(C)cc4s3)cc2)CC1	-0.2	63	4%	0.9%[50 µM]	2%	2%	0.2%	0.8%	4%	8%

The listing picks up, repeating the 3 entries before the break.
SMILES	NTR1 ag	NTR1 ag cell count 20 µM	Dengue-2 NS5 capping	UTI89 phage lysis	Siah-1 displacement	AID2073	West Nile antiviral	RSV CPE inhibition	SV40 large T antigen	MgcRacGAP inhibition	others
O=C(NCCc1c[nH]c2ccccc12)c1cnc2n(c1=O)CCS2	-0.4	87	-1%	0.0%	12%	9%	-0.2%	0.7%	8%	-1%
Cc1cc(C(=O)N2CCN(c3ccccn3)CC2)no1	-1.4	78	-3%	1.0%	0%	-2%	2.8%	2.8%	13%	5%
Cc1cccc(N(CC(=O)NC2CCCCC2)C(=O)c2csnn2)c1	1.3	54	-5%	0.0%	1%	-6%	-0.1%	1.1%	4%	3%
O=C(O)Cn1c(SCCOc2ccccc2F)nc2ccccc21	-0.7	57	-3%	1.6%	-4%	u	0.5%	0.0%	2%	3%
CCOc1ccc(NS(=O)(=O)c2ccc3c(c2)CCN3C(=O)C2CCC2)cc1	0.9	50	-3%	0.2%	3%	-2%	-0.7%	-0.1%	18%	11%
COc1ccccc1NC(=O)CSc1nncn1N	0.0	62	-12%	-1.3%	-1%	7%	0.4%	0.1%	7%	-1%
CC(=O)c1ccc(NC(=S)N2CCN(c3cccc(Cl)c3)CC2)cc1	0.2	36	8%	1.2%	5%	-9%	-0.4%	2.2%	-8%	4%
CCOC(=O)/C(C#N)=C/c1c(N2CCN(c3ccc(OC)cc3)CC2)nc2c(C)cccn2c1=O	7.6	74	-8%	1.0%[50 µM]	6%	4%	-1.0%	7.8%	10%	14%
O=C(NCc1ccc2c(c1)OCO2)C1CCC(CNS(=O)(=O)c2ccc(Cl)cc2)CC1 (stereo unspecified)	-0.8	50	-6%	0.2%	1%	5%	0.0%	-0.6%	10%	10%
CN(C)c1ccc(C2NC(=O)c3ccccc3N2)cc1 (stereo unspecified)	2.4	50	-2%	-1.1%	-1%	1%	-0.6%	1.1%	4%	14%
CCOC(=O)C1CCCN(C(=O)COc2ccc(N(C)S(=O)(=O)c3ccc(C)cc3)cc2)C1 (stereo unspecified)	-1.0	75	1%	0.1%	-4%	-10%	0.0%	0.8%	12%	8%
CCOC(=O)CN1C(=O)C(=O)c2cc(C)ccc21	0.6	43	-12%	0.0%	-1%	-3%	-0.1%	2.4%	-1%	-1%
O=C(Nc1ccc(N2CCCC2)cc1)c1ccc2ccccc2c1	2.3	39	-2%	9.3%	-5%	1%	-0.5%	5.3%	-4%	23%
CC(OC(=O)C1=COCCO1)C(=O)c1ccc(C(C)(C)C)cc1 (stereo unspecified)	0.7	56	1%	0.0%[50 µM]	x	x	x	x	x	-9%
Cc1ccc(-c2nc(CS(=O)(=O)CC(=O)N3CCc4ccccc4C3)c(C)o2)cc1	4.9	64	-2%	5.3%	1%	0%	-0.1%	20%	-8%	-15%
COc1ccc(OC)c(NS(=O)(=O)c2ccc3c(c2)C(C)(C)C(=O)N3C)c1	0.2	52	-4%	2.1%	-7%	0%	-0.5%	0.8%	x	2%
COc1ccc(OC)c(C2c3c(oc4ccccc4c3=O)C(=O)N2CCCN(C)C)c1 (stereo unspecified)	-0.5	38	-4%	1.2%	4%	8%	0.2%	4.2%	22%	12%
CCOC(=O)c1cnc2ccccc2c1NCCO	-0.4	34	-3%	0.7%	-4%	-6%	1.0%	0.7%	4%	8%
O=C(N/C(=C/c1cccnc1)C(=O)N1CCOCC1)c1ccccc1Cl	-0.3	49	0%	0.8%	-7%	-22%	0.2%	x	-2%	11%
COc1cnc(-c2ccccn2)nc1Sc1ccc(C)cc1	1.3	55	3%	-2.9%	-1%	1%	u	-4.6%	20%	4%
CCn1c(SCC(=O)c2ccc(Br)cc2)nnc1C(C)NC(=O)Cc1ccc(OC)cc1 (stereo unspecified)	2.0	62	2%	4.1%	0%	3%	-0.8%	2.1%	5%	12%
COC(=O)c1ccccc1C(=O)N(Cc1cccnc1)CC1CCCN(C2CCCCC2)C1 (stereo unspecified)	0.1	73	7%	2.3%	-4%	1%	0.3%	-1.4%	x	-8%
O=C(NCc1ccccc1Cl)C1CCCN1S(=O)(=O)c1ccccc1F (stereo unspecified)	-0.1	53	-2%	0.0%	6%	-6%	-0.7%	5.1%	1%	2%
N#Cc1sc2nc(-c3cccs3)cc(-c3ccc(F)cc3)c2c1N	22	44	2%	0.0%	1%	38%	0.2%	5.3%	7%	1%

Hits appear at their usual frequency. About 1.6% of those tested had a hit in this group.
